Epigenetic derep – epigenetic control regulation, reporter derepression; murine LDR cells, GFP reporter derepression, 30 h; Potency, µM (titrated, usually from 53.9 µM), without a hit: at the top dose GFP activation, actives largely listed as activators; 280,000 compounds, 0.2% hits; also: % of control where 0% means no effect; nearly all actives have a fitted effect of over 60% in size
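Murine LDR cells bearing a silenced CMV-driven GFP reporter were exposed to compound for 30 h at 37 C. After PBS washes, GFP-positive cells (20-120 um objects) counted by laser-scanning microplate cytometry.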
SMN2 splice enh – enhancers of SMN2 splice variant expression; HEK293 SMN2-luciferase splicing reporter, luminescence, 30-36 h; Potency, µM (top dose mostly 46.1 µM), without a hit: at the highest dose activity change, positive = activation, actives largely listed as activators; 210,000 compounds, 2.8% hits; also: % of control where 0% means no effect; nearly all actives have a fitted effect of over 55% in size
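HEK293 cells carry an SMN2 […]–luciferase reporter in which exon 7 inclusion puts luciferase in frame. Cells were plated 10-12 h before compound addition, then incubated 30-36 h at 37C. ONE-Glo luminescence was read; sodium butyrate at 4.5 mM final served as control.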
* marks the source's active call; other numbers are inactive results; ? = inconclusive; [ ] = dose if it differs, or a comment. Calls follow the shape of the dose curve; as a rule, active = well fitted curve in the direction sought with a large enough effect; inconclusive = small, poorly fitted or top-dose-only effect, or another doubt; inactive = no such curve, though single readings can be large; an effect the other way counts as inactive or inconclusive. Potency is read from the fitted curve at half-maximal effect.

Epigenetic derep	SMN2 splice enh	structure
4.0%	-2%	Cc1ccc(NC(=O)Cn2c(=O)n(CCC(=O)NCCc3ccccc3)c(=O)c3ccccc32)cc1
2.7%	-8%	CCOc1ccc(NC(=O)Cn2c(=O)n(CCCCCC(=O)NCc3ccccc3)c(=O)c3sccc32)cc1
-0.7%	4%	CC1CCc2c(sc(NC(=O)c3cc(-c4ccc(Br)cc4)on3)c2C(N)=O)C1 (stereo not drawn)
-0.3%	-24%	CN(CC(=O)NCc1ccccc1Cl)S(=O)(=O)c1ccc2c(c1)c(=O)n(C)c(=O)n2C
-0.9%	0%	Cc1ccc(-c2nc(S(=O)(=O)c3ccc(C)cc3)c(N3CCCCCC3)o2)cc1
-1.1%	-66%[inhibitor]	COc1ccc(CCNC(=O)CSc2cn(CCNC(=O)c3cccc(C(F)(F)F)c3)c3ccccc23)cc1OC
0.0%	-5%	COc1ccccc1N1CCN(C(=O)c2cc3c(s2)-c2ccccc2OC3)CC1
17%	-4%	O=C(c1ccc(Nc2nc3ccccc3n3nnnc23)cc1)N1CCN(c2cccc(C(F)(F)F)c2)CC1
16%	5%	O=C(NCCc1ccc(Cl)cc1)c1ccc(Nc2nc3ccccc3n3nnnc23)cc1
-1.1%	5%	COc1ccc(S(=O)(=O)N2CCN(c3cccc(C)c3C)CC2)c2ccccc12

More structures follow:
Epigenetic derep	SMN2 splice enh	structure
7.0%	-2%	Cn1c(=O)n(C)c2cc(N3CCCCC3)c(NC(=O)c3ccc(C(C)(C)C)cc3)cc21
0.0%	-8%	Cc1ccc(F)cc1NC(=O)CCSc1nc(-c2ccco2)cc(C(F)(F)F)n1
-2.3%	4%	CCCCCn1c(CCCNC(=O)c2cccc(C)c2)nc2ccccc21
-3.4%	-10%	O=C(Cn1c(=O)n(CCCS(=O)(=O)C2CCCCC2)c(=O)c2ccccc21)Nc1ccc(F)c(Cl)c1
3.5%	-6%	Cc1nn(-c2ccccc2)c(OC(=O)c2ccccc2Cl)c1S(=O)(=O)c1ccccc1
-1.1%	-7%	COc1cc(OC)cc(-c2nc3nc(C)c(CCC(=O)Nc4ccc(C)cc4C)c(C)n3n2)c1
-0.8%	-6%	CCOC(=O)c1c(NC(=O)COc2cccc(C(F)(F)F)c2)sc2c1CCCCC2
-1.4%	-21%	CCc1ccc(S(=O)(=O)c2cn(C)c3ccc(C)cc3c2=O)cc1
-0.3%	-21%	CCC(=O)N1c2ccccc2C(C)(c2ccccc2)CC1(C)C (stereo not drawn)
-1.1%	-3%	CCOC(=O)c1sc(NC(=O)c2cc3nc(-c4ccccc4)cc(C(F)(F)F)n3n2)c(C(=O)OCC)c1C

Grouped by structure: those above with a CF3 group.
Epigenetic derep	SMN2 splice enh	structure
-1.1%	-66%[inhibitor]	COc1ccc(CCNC(=O)CSc2cn(CCNC(=O)c3cccc(C(F)(F)F)c3)c3ccccc23)cc1OC
17%	-4%	O=C(c1ccc(Nc2nc3ccccc3n3nnnc23)cc1)N1CCN(c2cccc(C(F)(F)F)c2)CC1
0.0%	-8%	Cc1ccc(F)cc1NC(=O)CCSc1nc(-c2ccco2)cc(C(F)(F)F)n1
-0.8%	-6%	CCOC(=O)c1c(NC(=O)COc2cccc(C(F)(F)F)c2)sc2c1CCCCC2
-1.1%	-3%	CCOC(=O)c1sc(NC(=O)c2cc3nc(-c4ccccc4)cc(C(F)(F)F)n3n2)c(C(=O)OCC)c1C

Additional compounds follow:
Epigenetic derep	SMN2 splice enh	structure
-1.6%	1%	N#C/C(=C\c1ccc(Cl)cc1)C(=O)NCC1CCCO1 (stereo not drawn)
-0.8%	-6%	COc1cccc(CNC(=O)C(NS(=O)(=O)c2ccc3c(c2)CCN3C(C)=O)C(C)C)c1 (stereo not drawn)
4.7%	-6%	COc1cccc(C(=O)Nc2c(C(=O)c3ccc(F)cc3)oc3ccccc23)c1
?	-1%	CN1CCc2c(sc3c2C(=O)NC(c2ccc(OC(=O)c4ccc(C(C)(C)C)cc4)cc2)N3)C1 (stereo not drawn)
-2.1%	7%	Cc1ccc(Cl)cc1N1CCN(C(=O)c2cn(C)c3ccc(S(=O)(=O)N4CCC(C)CC4)cc3c2=O)CC1
2.9%	-6%	Cc1cccc(NC(=O)CCNS(=O)(=O)c2cccc3nsnc23)c1C
-1.0%	1%	Cc1ccc(NC(=O)c2cccc3c2C(=O)N(C2CCCCC2)C3)c(C)c1
3.2%	-4%	O=C(Nc1cccc(Cl)c1)N1Cc2ccccc2Oc2ncccc21
0.4%	2%	COc1cc2c(cc1OC)C(COc1ccc3c(C)cc(=O)oc3c1)N(C(=O)c1ccc(C)cc1)CC2 (stereo not drawn)
?	-15%	CCc1ccc(NC(=O)Cn2c(=O)n(-c3ccccc3)c(=O)c3ccc(C(=O)NCc4ccc5c(c4)OCO5)cc32)cc1

Single records, from the list above:
Profile of N#C/C(=C\c1ccc(Cl)cc1)C(=O)NCC1CCCO1 (stereo not drawn) → Epigenetic derep: -1.6%; SMN2 splice enh: 1%
Profile of COc1cccc(C(=O)Nc2c(C(=O)c3ccc(F)cc3)oc3ccccc23)c1 → Epigenetic derep: 4.7%; SMN2 splice enh: -6%
Profile of CN1CCc2c(sc3c2C(=O)NC(c2ccc(OC(=O)c4ccc(C(C)(C)C)cc4)cc2)N3)C1 (stereo not drawn) → Epigenetic derep: ?; SMN2 splice enh: -1%

Going on with the list.
Epigenetic derep	SMN2 splice enh	structure
-0.9%	-5%	CCCN(CCC)C(=O)c1cc2c(=O)n3cccc(C)c3nc2s1
-1.1%	-25%	Cc1nc2c(-c3ccccc3)c(C)nn2c(C)c1CCC(=O)N1CCN(c2ccccc2)CC1
-1.6%	0%	COc1ccccc1NC(=O)CCN1CCCCC1
9.7%	7%	COc1ccc(CCn2c3c(c(=O)[nH]c2=O)C(NC(=O)c2ccccc2)(C(F)(F)F)C(=O)N3)cc1OC (stereo not drawn)
0.0%	-8%	Nc1nonc1C(=O)NCCNCc1cccc(Cl)c1Cl
-0.8%	-16%	CC(C)(C)C1CCc2oc3ccc(NS(=O)(=O)c4cc(Cl)ccc4Cl)cc3c2C1 (stereo not drawn)
0.0%	-68%[inhibitor]	COc1ccc(-c2noc(CSc3nnc(-c4ccncc4)n3-c3ccccc3)n2)cc1
3.3%	-2%	CC(=O)Nc1ccc(Nc2c(CCC(C)C)c(C)c(C#N)c3nc4ccccc4n23)cc1
0.0%	0%	CC(=O)c1ccc(NC(=O)Cn2nc(C(F)(F)F)c3c2CCC3)cc1
0.0%	-3%	COc1ccccc1CNC(=O)CCc1c(C)c2cc3c(C)coc3cc2oc1=O

Next part
Epigenetic derep	SMN2 splice enh	structure
0.8%	1%	Cc1ccc2c(c1)-c1c(cnn1CC(=O)N1CCN(c3cccc(C(F)(F)F)c3)CC1)CO2
-0.8%	?	COc1ccc(OCC(=O)Nc2ccc(-c3nc4cc(Cl)ccc4o3)cc2)cc1
0.8%	-2%	COc1cccc(/C=C(\C#N)c2nc3ccccc3c(=O)[nH]2)c1OC
?	-9%	COCCNC(=O)CSc1c2c(nc3cc(Cl)ccc13)CCCC2
-2.7%	-3%	COc1cc2[nH]c(=O)n(CCCC(=O)N3CCN(c4cccc(C(F)(F)F)c4)CC3)c(=O)c2cc1OC
9.6%	-17%	CCOc1ccc(-c2nonc2NC(=O)c2ccco2)cc1
-1.6%	3%	COc1ccccc1-c1cc2nc(C)c(CCC(=O)NCc3cccc(Cl)c3)c(C)n2n1
-2.4%	-11%	Cc1ccc(Sc2c(C)nn(C(C)(C)C)c2OC(=O)CC(C)C)cc1
1.6%	0%	COc1ccc(C(=O)Oc2c(Sc3ccccc3)c(C)nn2-c2ccccc2)c(OC)c1
-0.8%	-6%	CCOc1ccc(NC(=O)CSc2nc(C)c(C(=O)Nc3ccccc3)c(-c3ccc(Cl)cc3)c2C#N)cc1

Next part.
Epigenetic derep	SMN2 splice enh	structure
-1.6%	17%	Cc1ccc(NC(=O)/C(C#N)=C/c2cc(C)n(-c3ccc(F)cc3)c2C)cc1C
12%	2%	COc1ccccc1CNC(=O)CCCCn1c(=O)c2ccccc2n(Cc2ccccc2C)c1=O
3.3%	0%	COc1ccc(N2CCN(C(=O)c3ccc(CS(=O)(=O)c4ccc(Br)cc4)o3)CC2)cc1
-0.3%	-51%[inhibitor]	CCOc1ccc(CCNC(=O)CSCc2nc(-c3cccc(C)c3)oc2C)cc1OCC
3.2%	1%	Cc1ccc(/C=C(\C#N)C(=O)Nc2cccc(Br)c2)o1
-1.0%	7%	COC(=O)c1cccc(CN2C(=O)SC(Nc3ccccc3C)C2=O)c1 (stereo not drawn)
-0.7%	0%	Cc1ccc(CCNC(=O)c2ccc3nc(N4CCC(C)CC4)sc3c2)cc1
2.8%	2%	Cc1ccc(Cl)cc1N1CCN(C(=O)c2ccc(CS(=O)(=O)c3ccc(Br)cc3)o2)CC1
1.9%	16µM*	Cc1cc(C)n2nc(-c3ccc(Cl)cc3)nc2n1
11%	-8%	Cc1ccc(NC(=O)CN2C(=O)c3cccnc3Sc3ccccc32)c(Br)c1

(listing goes on)
Epigenetic derep	SMN2 splice enh	structure
0.3%	-2%	O=c1c2ccccc2nc(-c2ccc(Cl)cc2)n1CCCCOc1ccc(F)cc1
2.0%	16%	Cc1ccnc2nc(NC(=O)c3ccccc3Cl)nn12
2.7%	10%	O=C(NCc1ccc(F)cc1)c1c(O)nc2ccccn2c1=O
-1.8%	0%	COc1cccc(CNC(=O)CN(c2ccc(C)cc2)S(=O)(=O)N(C)C)c1OC
2.9%	-6%	Cc1ccc2nc(-c3ccsc3)c(Nc3ccc(C(C)C)cc3)n2c1
-3.1%	5%	Cc1ccc(C)c(N2CCN(S(=O)(=O)c3c(C)nc4sccn4c3=O)CC2)c1
1.0%	-40%[inhibitor]	Cc1ccc(NC(=O)CSc2nc(-c3ccco3)cc(C(F)(F)F)n2)cc1
0.8%	13%	CCc1ccccc1NC(=O)Cn1c(=O)n(-c2ccc(C)cc2)c(=O)c2cc(OC)c(OC)cc21
-2.1%	-8%	COc1cc(NS(=O)(=O)c2ccc(NC(=O)c3ccccc3C(=O)O)cc2)nc(OC)n1
-0.4%	9%	Cc1ccc(N(CC(=O)N2CCN(c3ccccc3)CC2)S(=O)(=O)c2c(C)noc2C)cc1

Rewritten with tabs: 2 of the compounds above.
Molecule	Epigenetic derep	SMN2 splice enh
COc1cccc(CNC(=O)CN(c2ccc(C)cc2)S(=O)(=O)N(C)C)c1OC	-1.8%	0%
Cc1ccc2nc(-c3ccsc3)c(Nc3ccc(C(C)C)cc3)n2c1	2.9%	-6%

(listing goes on)
Epigenetic derep	SMN2 splice enh	structure
2.3%	-4%	COCCNC(=O)CCn1c(=O)c2cc(OC)c(OC)cc2n(CC(=O)Nc2ccc(Cl)cc2F)c1=O
1.5%	-2%	COc1ccc(C2=Nc3ccc(F)cc3NC(c3cccc(C(F)(F)F)c3)=N2)cc1
-1.1%	0%	CCOC(=O)c1ccccc1NC(=O)CCc1c(C)nc2ncnn2c1C
1.2%	2%	Cc1ccc(-c2nnn3c2nc(NCc2ccc4c(c2)OCO4)c2ccccc23)cc1
3.7%	2%	COc1ccc2nc3sc(C(=O)N4CCN(c5ccc(F)cc5)CC4)cc3cc2c1
0.7%	6%	CCOc1ccccc1NC(=O)CSC1=Nc2ccccc2C2=NC(CC(=O)NCc3ccc4c(c3)OCO4)C(=O)N12 (stereo not drawn)
-1.8%	3%	Cc1ccc(Sc2ccc(N3CCC(C(=O)Nc4cc(C)cc(C)c4)CC3)nn2)cc1
1.0%	11%	COc1ccc(C(=O)c2oc3ccccc3c2NC(=O)COc2cccc(C)c2C)cc1
-2.0%	3%	COc1cccc(NC(=O)CC2Nc3cc(C)c(C)cc3NC2=O)c1 (stereo not drawn)
-1.6%	-49%[inhibitor]	COc1cc(C2CC(=O)c3c([nH]c(C(=O)OCc4ccc(C)cc4)c3C)C2)cc(OC)c1OC (stereo not drawn)

(further entries)
Epigenetic derep	SMN2 splice enh	structure
-3.5%	8%	CCS(=O)(=O)c1nc(S(=O)(=O)c2ccc(C)cc2)c(NC(C)c2ccccc2)s1 (stereo not drawn)
-0.8%	-8%	CCn1c2ccccc2c2nnc(SCC(=O)O)nc21
-0.5%	1%	CC(C)(C)c1ccc(C2Sc3ccccc3NC3=C2C(=O)c2ccccc23)cc1 (stereo not drawn)
8.3%	1%	Cc1ccc(S(=O)(=O)c2cn(Cc3ccccc3Cl)c3ccc(F)cc3c2=O)cc1
11%	5%	CCCN(CCC)C(=O)Cn1c(=O)n(-c2ccc(C)cc2)c(=O)c2ccc(C(=O)NCc3ccccc3Cl)cc21
0.0%	-8%	COC(=O)c1ccc(CSc2nc3ccncc3n2Cc2ccc(F)cc2)cc1
2.4%	-4%	Cc1ccc(Cl)cc1NC(=O)N1CCc2cc(S(=O)(=O)N3CCC(C)CC3)ccc21
7.1µM*	7%	CCOC(=O)c1ccc(NC(=O)CSc2nc(-c3ccc(F)cc3)cc(C(F)(F)F)c2C#N)cc1
-4.8%	-6%	Cc1cc(Br)ccc1NC(=O)c1cc2c(s1)-c1ccccc1SC2
2.5%	1%	CCc1ccc(NC(=O)C(CC)n2nnc(C(=O)OC)c2C(=O)OC)cc1 (stereo not drawn)
-1.7%	8%	O=C(Nc1ccc(Br)cc1)C1CCN(c2cnccn2)CC1

Not all compounds are listed; the hit share may differ from the screen's.
